# Screens deposited in PubChem BioAssay by IUPUI and University of Michigan.
# ST2 IL33 inh: inhibitors of human ST2 (IL1RL1) binding to IL-33; 78,000 compounds, 2.3% hits; AlphaLISA ST2-Fc/biotin-IL-33 interaction, 1 h; inhibition, % for hits at 17 µM; Q01638; in the data active = inhibition above about 30%; inconclusive = mostly about 10% to 28%
# Target sequence (Q01638 whole entry, looked up): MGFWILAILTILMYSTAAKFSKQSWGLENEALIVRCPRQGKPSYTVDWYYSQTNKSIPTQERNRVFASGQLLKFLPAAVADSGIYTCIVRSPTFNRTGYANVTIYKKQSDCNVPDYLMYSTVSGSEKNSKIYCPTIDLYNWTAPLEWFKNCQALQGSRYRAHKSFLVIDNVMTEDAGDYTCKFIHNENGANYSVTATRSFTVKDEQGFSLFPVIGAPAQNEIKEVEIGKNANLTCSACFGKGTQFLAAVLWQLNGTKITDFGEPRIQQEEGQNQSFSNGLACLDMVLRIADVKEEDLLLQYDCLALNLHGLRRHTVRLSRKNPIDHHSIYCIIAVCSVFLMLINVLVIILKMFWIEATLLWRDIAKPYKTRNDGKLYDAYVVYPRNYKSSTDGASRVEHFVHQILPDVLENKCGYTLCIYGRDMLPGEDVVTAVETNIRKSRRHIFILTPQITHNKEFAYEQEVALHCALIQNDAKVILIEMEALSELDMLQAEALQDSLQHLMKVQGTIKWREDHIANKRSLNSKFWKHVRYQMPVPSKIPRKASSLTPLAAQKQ
# The depositor's hits bear a star; i = inactive; ? = inconclusive. Some of the compounds tested, so the mix of outcomes need not match the whole.
Compound,ST2 IL33 inh
COc1ccc(CCC(=O)NCc2ccco2)cc1,i
Cc1ccc(Cc2c(C)nc3c(C(=O)NCC4CCCO4)c[nH]n3c2=O)cc1 (stereo not given),i
Fc1ccc(CN2CC[C@H](c3nnc(-c4ccco4)o3)C2)cc1F,i
O=[N+]([O-])c1ccc(-c2nc(NCC3CCCO3)c3ccccc3n2)cc1 (stereo not given),?
CCC(C)C1N=C2c3ccccc3N=C(SCC(=O)Nc3cc(C)[nH]n3)N2C1=O (stereo not given),i
CC1=C(C(=O)Nc2cccc(C)n2)C(c2cccc(Cl)c2)C2=C(CCCC2=O)N1 (stereo not given),i
CSc1cccc(NC(=O)CN2C(=O)CCc3cc(S(=O)(=O)N4CCCC4)ccc32)c1,i
COc1cccc(C2CC(=O)C3=C(C2)Nc2ccccc2NC3c2cccc(F)c2)c1 (stereo not given),?
C/C=C(\C)C(=O)NCC1Cc2cccc(-c3cncnc3)c2O1 (stereo not given),i
OCC#Cc1csc(CN2CCN(c3ncc(Cl)cn3)CC2)c1,i
CNC(=O)CC(C)N(C)C(=O)c1cccc2c3c([nH]c12)CCCC3 (stereo not given),i
CN(C)c1nc2nonc2nc1NCC1(N2CCOCC2)CCCCC1,?
CC(=O)Nc1ccc(S(=O)(=O)N2CCN(c3nc(C)cc(N(C)C)n3)CC2)cc1,i
COc1ccc(F)cc1CN1CC[C@@](C)(O)[C@@H](Cc2ccccc2)C1,?
CC(C)n1cc(C(=O)NCC2CCCCC2)c(=O)c(C(=O)N2CCN(C(=O)c3cccs3)CC2)c1,i
Cc1cccc(OC2CCN(Cc3ccc(S(C)(=O)=O)cc3)CC2)c1,?
OCCCNCc1ccccc1,i
COc1cccc2c1NC(c1ccc(Br)cc1)C1CC=CC21 (stereo not given),33%*
CC(Oc1cccc(Cl)c1)C(=O)Nc1ccc([N+](=O)[O-])cc1Cl (stereo not given),?
COC(=O)c1cc2c(s1)CN(C1CCCc3ccccc31)C2 (stereo not given),?
O=C(NCc1ccc2c(c1)OCO2)c1ccc2nc3ccc(Cl)cc3c(=O)n2c1,i
C=C1CC[C@@]2(OC1)O[C@H]1CC3C4CC=C5C[C@@H](O[C@@H]6O[C@@H](C)[C@H](O)[C@@H](O)[C@H]6O)C[C@@H](O[C@@H]6O[C@H](C)[C@H](O)[C@H](O)[C@H]6O[C@@H]6O[C@@H](C)[C@H](O)[C@@H](O)[C@H]6O)[C@]5(C)C4CC[C@]3(C)[C@H]1[C@@H]2C (stereo not given in full),?
O=C1COc2ccc(S(=O)(=O)N3CCCC3c3ccccn3)cc2N1 (stereo not given),i
CN(C(=O)c1cn(-c2ccc(Cl)cc2)c(=O)c2ccccc12)c1ccc(Cl)cc1,i
CCCCN(CC)C(=O)c1c[nH]c2ccc(S(=O)(=O)Nc3ccccc3F)cc2c1=O,i
O=C(O)c1cccc(NS(=O)(=O)c2ccccc2)c1,i
CCOc1ccc(C2CC(c3ccc(F)cc3)n3ncnc3N2)cc1 (stereo not given),i
CCC(SC1=Nc2ccccc2C2=NC(C(C)CC)C(=O)N12)C(=O)NCc1cccnc1 (stereo not given),i
COc1cccc(Nc2ncnc3[nH]ncc23)c1,i
Cc1ccccc1C(=O)Nc1ccnn1C1CCN(C(=O)CCc2c(C)noc2C)CC1,i
Cc1nnc(NC(=O)c2ccc(C(C)C)cc2)s1,92%*
CN1CCN(C(=O)C[C@@H]2CCNC[C@@H]2Cc2cc(-c3ccccc3)on2)CC1,i
O=S(=O)(N[C@H]1CO[C@H]2[C@@H]1OC[C@@H]2Nc1nccc(-c2cccs2)n1)c1cccc2cccnc12,i
CSc1ccc(C2C(C(=O)OC3CCCCC3)=C(C)Nc3nnnn32)cc1 (stereo not given),i
CN1C[C@@H](NC(=O)CCC(=O)O)C[C@H]1c1nc(-c2ccc3ccccc3c2)no1,i
COCCCNC(=O)c1ccc(Cn2c(=O)c3cc(OC)c(OC)cc3n(CC(N)=O)c2=O)cc1,i
Cn1c(=O)c2c(nc(N3CCCC3)n2Cc2ccc(F)cc2)n(C)c1=O,i
O=C(O)Cc1c(C(=O)O)[nH]c2ccccc12,i
O=C(C[C@@H]1O[C@H](CNC(=O)c2cccc(F)c2)[C@@H](O)[C@H]1O)NCc1ccc(F)cc1,i
CCOC(=O)c1c(NC(=O)C(C(C)C)N2C(=O)c3ccccc3C2=O)sc(C(C)=O)c1C (stereo not given),?
C=CCc1ccccc1OCC(O)CN1CCN(c2ccc(F)cc2)CC1 (stereo not given),?
C=CCn1c(Br)nc2c1c(=O)n(CC(N)=O)c(=O)n2C,i
O=C(NC1CCCCC1)N1C[C@@H]2C[C@H](C1)c1c(-c3ccc4ccccc4c3)ccc(=O)n1C2,i
C=Cc1ccc(CN2CCCN(Cc3ccccc3Cl)S2(=O)=O)cc1,i
CCN1C(=O)NC(=O)/C(=C\c2cn(CCOc3ccccc3OC)c3ccccc23)C1=O,?
COC(=O)c1c(C)oc2ccc(NS(=O)(=O)c3ccc(F)cc3)cc12,i
COc1ccc(-n2nc3ccc(NC(=O)c4cc(Br)ccc4OC)cc3n2)cc1,?
C=CCSC1=C(C#N)C(c2ccc(F)cc2)CC(=O)N1 (stereo not given),?
COc1ccc(C(=O)N2N=C(c3cccc(Br)c3)CC2(O)C(F)(F)F)cc1 (stereo not given),i
CCCNC(C)C(=O)Nc1ccccc1C (stereo not given),?
CC(C)C(NC=C1C(=O)OC(C)(C)OC1=O)C(=O)O (stereo not given),i
CC1CCc2nc(SC3CC(=O)N(c4ccccc4)C3=O)c(C#N)cc2C1 (stereo not given),i
Cc1ccc(N2C(=O)CSC2c2ccccn2)cc1Cl (stereo not given),i
O=[N+]([O-])c1cccc(C2SCCN2S(=O)(=O)c2ccc(I)cc2)c1 (stereo not given),i
COc1ccc(Cl)cc1NC(=O)CSc1nnc(COc2cccc(C)c2)o1,i
O=C1N(Cc2ccccc2F)c2ccccc2C12OCCCO2,i
CCc1ccc(CN2CCSCC2)cc1,i
Oc1ccccc1C1Oc2ccccc2C2CC(c3cccs3)=NN21 (stereo not given),?
Nc1cccc(-n2c(CO)nc3ccccc32)n1,i
Cn1cc(C(=O)N2CCN(c3ccc(F)cc3)CC2)c2c3ccccc3n(C)c2c1=O,i

# Structural class: those above with an NH in an aromatic ring.
Compound,ST2 IL33 inh
Cc1ccc(Cc2c(C)nc3c(C(=O)NCC4CCCO4)c[nH]n3c2=O)cc1 (stereo not given),i
CCC(C)C1N=C2c3ccccc3N=C(SCC(=O)Nc3cc(C)[nH]n3)N2C1=O (stereo not given),i
CNC(=O)CC(C)N(C)C(=O)c1cccc2c3c([nH]c12)CCCC3 (stereo not given),i
CCCCN(CC)C(=O)c1c[nH]c2ccc(S(=O)(=O)Nc3ccccc3F)cc2c1=O,i
COc1cccc(Nc2ncnc3[nH]ncc23)c1,i
O=C(O)Cc1c(C(=O)O)[nH]c2ccccc12,i

# Other compounds
Compound,ST2 IL33 inh
Cc1ccc(NC(=O)c2cc([N+](=O)[O-])ccc2N2CCN(C)CC2)cc1Cl,?
COc1ccc(NC(=O)c2coc(=O)c3ccccc23)c(OC)c1,i
C1=CC[C@H]2CN(Cc3cc4n(n3)CCCNC4)C[C@H]2C1,i
O=C(NCCCc1ccncc1)C1CC12CCN(C(=O)c1csc(-c3cccs3)n1)CC2 (stereo not given),?
CCCn1ncc(C(=O)N2CCn3cccc3C2c2cccnc2)c1C (stereo not given),?
COc1cc2c(cc1OC)C(C(=O)NCC1CCCO1)C(c1ccccc1F)N(C)C2=O (stereo not given),?
CC(C)NC(=O)N1CCN(C(=O)C2CCNCC2)[C@@H](C(=O)N[C@@H](CC2CCCCC2)C(N)=O)C1,i
O=C(CN1CCN(Cc2ccc(F)cc2)C1=O)NC1CCCCC1,i
O=C(N1CCN(c2ccc([N+](=O)[O-])cc2)CC1)C12CC3CC(CC(C3)C1)C2,?
Cn1c(=O)cc(SCC(=O)NCCN2CCOCC2)c2ccccc21,i
Clc1ccc2nc(CSc3nnnn3-c3ccccc3)c(Cl)n2c1,i
CCc1ncc(C(=O)N2CCC(N(C)Cc3ccccc3)CC2)cn1,i
O=C1CSC(c2ccc(Cl)cc2)Nc2cccc3cccc1c23 (stereo not given),i
Cc1cc(N2CCCC2)nc(N2CCN(S(=O)(=O)c3cccc(F)c3)CC2)n1,i
COc1cc(C(=O)Nc2ccc(Nc3nc(C)cc(Nc4ccccc4)n3)cc2)cc(OC)c1OC,i
Cc1cccc(C(=O)Nc2sc(C)c(C)c2C(=O)O)c1,?
CN(Cc1nc(C2CC2)no1)C1CCN(C(=O)c2ccncc2)CC1,?
Cn1cnnc1-c1cccc(NS(=O)(=O)c2ccc(Cl)cc2)c1,i
COc1cc(O[C@@H]2O[C@H](COC3OCC(O)C(O)C3O)[C@@H](O)[C@H](O)[C@H]2O)cc(OC)c1OC (stereo not given in full),i
Cc1ccc(C(=O)NC(Nc2ccccc2)C(=O)c2ccccc2)cc1 (stereo not given),?
COc1ccc(C(=O)N[C@H]2CO[C@H]3[C@@H]2OC[C@@H]3Nc2nccc(C(C)(C)C)n2)cc1,i
Cc1ccc(-c2nc(N)sc2C)cc1C,?
COC(=O)Cn1cnc2c(C#N)c3n(c2c1=O)CCCCC3,i
Cc1c(OCC(F)(F)F)ccnc1CS(=O)c1nc2ccccc2[nH]1 (stereo not given),i
COCCn1c(CCCC(=O)NC2CCCCC2)nc2cccnc21,i
Cc1oc(-c2nc3ccccc3n2C)cc1S(=O)(=O)O,i
COCCCNC(=O)c1ccc2c(c1)ncn2C1CCCC1,i
O=S(=O)(c1ccc(Cl)cc1)N1CCCC1,i
NC(=O)c1cccnc1N1CCC2(CCCN(CCc3ccccc3)C2)C1 (stereo not given),?
Cc1cc(C)c2[nH]c(C)c(CC(=O)N(C)C(c3ccccn3)C3CC3)c2c1 (stereo not given),i

# Among those listed so far, two have a CF3 group:
Compound,ST2 IL33 inh
COc1ccc(C(=O)N2N=C(c3cccc(Br)c3)CC2(O)C(F)(F)F)cc1 (stereo not given),i
Cc1c(OCC(F)(F)F)ccnc1CS(=O)c1nc2ccccc2[nH]1 (stereo not given),i

# Next entries:
Compound,ST2 IL33 inh
Cc1nn(Cc2ccc(Cl)cc2)c(C)c1NC(=O)CSc1n[nH]c(C)c1[N+](=O)[O-],?
O=C(CN1C(=O)C2(OCCO2)c2ccccc21)c1ccc(Cl)cc1,i
Cc1sc2nc3c(C(=O)N4CCC(Cc5ccccc5)CC4)cccn3c(=O)c2c1C,?
COc1cc(/C=C2\SC(c3ccccc3)=NC2=O)cc(Br)c1O,40%*
CC(c1ccccc1)C(CC(=O)O)C(=O)Nc1ccccc1 (stereo not given),i
CCOC(=O)c1c(NC(=O)c2cc(Cl)ccc2OC)sc2c1CCC2,i
COc1ccccc1Cc1nc2ccccc2n(CC(=O)c2ccccc2)c1=O,i
Cc1cccc(N(C)S(=O)(=O)c2cccc3nsnc23)c1,?
COCCOC(=O)C1=C(C)NC2=C(C(=O)CC(c3ccccc3)C2)C1c1cccnc1 (stereo not given),i
CCOc1cc(C=C2C(=O)OC(C)(C(C)(C)C)OC2=O)ccc1OC (stereo not given),i
Cc1cc(N2CCC(Nc3ncccn3)CC2)nc(-c2cccnc2)n1,i
O=C(Nc1cccc(OC(=O)N2CCOCC2)c1)N1CCCCC1,i
CN1CCN(CCCCOc2cccc(Br)c2)CC1,i
Cc1ccc(NC(=O)CN2CCCC(OCc3ccccn3)C2)cc1C (stereo not given),?
O=C1Nc2ccccc2C(O)(C(=O)NCc2ccco2)N1c1ccccc1 (stereo not given),i
COc1ccc(-c2c(-c3ccccc3)ncn2C[C@H]2CCCN2)c(Cl)c1O,i
Cc1ccnc(NC(=O)Cn2nc([N+](=O)[O-])c(Br)c2C)c1,?
CCN(CC)C(=O)CSc1nc(O)cc(=O)n1-c1ccc(OC)cc1,i
Cc1sc2nc3c(C(=O)NCc4ccccc4Cl)cccn3c(=O)c2c1C,i
CCC(=O)Nc1ccc(Nc2nc(C)cc(Nc3ccccc3)n2)cc1,?
CC(=O)N1c2ccccc2NC2=C(C(=O)CCC2)C1c1ccccc1Cl (stereo not given),i
Cc1ccc(CN2CCCN(CC(=O)NC3CCCCC3)S2(=O)=O)cc1,i
COc1ccc(-n2ccnc2CN2CCN(CC3CCCCC3)C(CCO)C2)cc1 (stereo not given),i
O=C(c1ccccc1)N1CCN(Cc2ccc(-c3cncnc3)cc2)CC1,?
COc1ccc(N2CCN(C(=O)c3cc4cc5ccc(OC)cc5nc4s3)CC2)cc1,i
O=C(NC1CCCC1)C1CC1c1ccccc1 (stereo not given),?
Cc1cc(C)n(CC(C)NC(=O)c2cc(COc3ccccc3)[nH]n2)n1 (stereo not given),?
Cc1ccccc1Cn1cc(C(=O)Nc2ccc(S(N)(=O)=O)cc2)ccc1=O,i
C[C@@H](NC(=O)C1=C[C@@H](NS(=O)(=O)c2cccc(C(F)(F)F)c2)[C@@H](O)[C@H](O)C1)C(N)=O,i
Cc1cc(C)n(-c2ccccc2)c(=O)n1,i
COc1cc2c(C(=O)N3CCN(c4ccccn4)CC3)cn(C)c(=O)c2cc1OC,?
O=S(=O)(Nc1ccccc1Cl)c1cccc2cccnc12,i
COc1ccc(OC)c(CNC(=O)C2CCCN2c2nnc(N3CCCC3=O)s2)c1 (stereo not given),i
NCCCCN=C(N)N,i

# 3 of the compounds above, with each value named:
structure: O=S(=O)(Nc1ccccc1Cl)c1cccc2cccnc12
  ST2 IL33 inh = i
structure: COc1ccc(OC)c(CNC(=O)C2CCCN2c2nnc(N3CCCC3=O)s2)c1 (stereo not given)
  ST2 IL33 inh = i
structure: NCCCCN=C(N)N
  ST2 IL33 inh = i
